Source: PubChem BioAssay (National Center for Advancing Translational Sciences (NCATS))
D1 PAM = enhances dopamine response at the human D1 receptor; P21728; HEK293 TREx D1 cells, calcium flux, dopamine EC20 potentiation; potentiation, % at 10 µM; hit rate 0.036% among 360,000; in the data active = potentiation above about 30%; also: 0% is about no effect
Target sequence (P21728 whole entry, looked up): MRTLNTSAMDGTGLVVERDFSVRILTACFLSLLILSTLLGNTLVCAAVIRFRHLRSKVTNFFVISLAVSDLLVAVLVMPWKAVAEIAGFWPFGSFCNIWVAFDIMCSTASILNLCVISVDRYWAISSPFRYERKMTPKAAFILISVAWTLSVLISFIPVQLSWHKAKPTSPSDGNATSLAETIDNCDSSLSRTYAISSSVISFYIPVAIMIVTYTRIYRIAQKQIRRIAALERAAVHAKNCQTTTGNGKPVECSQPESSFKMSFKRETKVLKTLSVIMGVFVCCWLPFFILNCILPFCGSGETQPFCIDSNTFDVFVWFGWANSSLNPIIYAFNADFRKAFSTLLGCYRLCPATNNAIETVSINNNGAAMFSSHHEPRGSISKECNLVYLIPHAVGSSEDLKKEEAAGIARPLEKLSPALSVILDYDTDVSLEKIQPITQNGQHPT
D1 antagonist = antagonists of human D1 dopamine receptor | hit rate 3.2% among 360,000 | HEK293 TREx D1 cells, calcium flux, dopamine EC80; hits give low values | activity change, negative = inhibition, % at 10 µM | P21728 | AID 504652; in the data active = activity change below about -30%; also: % is scaled to controls: 0 for no effect and ±100 for the full control effect
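Tetracycline-induced HEK293 Trex D1 cells, force-coupled to calcium, dye-loaded; compounds added and read 180 s, then EC80 dopamine added and calcium flux tracked kinetically another 180 s.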
RXFP1 ag = activates the human relaxin receptor RXFP1; HEK293T-RXFP1 cAMP TR-FRET, 30 min; response scale: percent of porcine relaxin response, buffer zero; Potency, µM (series often up to 57.5 µM), for the others: top-dose activation, most hits filed as activators; Q9HBX9; hit rate 0.3% among 370,000; also: potency is read from the fitted curve at half-maximal effect; % is scaled to controls: 0 for no effect and ±100 for the full control effect; nearly all actives have a fitted effect of over 60% in size; many of its hits are not listed in these tables
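HEK293 cells stably expressing RXFP1, treated 30 min at 37C with compounds plus PDE4 inhibitor Ro 20174; cAMP measured by HTRF TR-FRET. Normalized to buffer and 29 nM porcine relaxin; EC50 by Hill fit.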
D1 agonist = agonists of human D1 dopamine receptor. P21728. HEK293 T-REx D1 cells, calcium flux, agonist mode. activation, % at 2 µM. hit rate 1% among 360,000. AID 504660; in the data active = activation above about 30%; also: 0% is about no effect
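Tetracycline-induced HEK293 TREx D1 cells, force-coupled to calcium signalling, were dye-loaded with a no-wash calcium kit. Compound was pin-added after a 10 s baseline. Fluorescence was read kinetically at 1 cycle/s for 180 s, with calcium rises flagged as agonism.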
RXFP1 antagonist = antagonists of human relaxin receptor RXFP1; Q9HBX9; HEK293-RXFP1, relaxin-stimulated cAMP HTRF, 30 min; hits give low values; activity change, negative = inhibition, % at 57.5 µM; hit rate 0.59% among 350,000; AID 1259400;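 active = activity change of -60% or lower, but not beyond a set lower limit; inconclusive = change between -60% and -40%, or beyond the set limit; inactive = change above -40%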; also: % is scaled to controls: 0 for no effect and ±100 for the full control effect
GRP78 ERSR act = inducers of ER stress response in human glioma cells; Potency, µM, for the others: at the top dose activation, actives largely listed as activators; AID 602332; hit rate 0.02% among 420,000; U87-MG GRP78 promoter luciferase reporter, 16 h; also: potency is read from the fitted curve at half-maximal effect; series mostly up to about 76 µM; % of control where 0% means no effect; nearly all actives have a fitted effect of over 35% in size
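Stably transfected U87-MG glioma cells carrying a GRP78-based luciferase sensor; 16 h compound incubation. Luminescence end-point read 10 min after Bright-Glo addition at room temperature.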
Vif-APOBEC3G blk = Vif-A3G binding inhibition; Q9HC16; HeLa A3G-eYFP + Vif (tagged APOBEC3G with the HIV-1 protein that degrades it), YFP fluorescence, overnight; Potency, µM (series often up to 46.1 µM), inactives show at the highest dose activity, negative = active, actives largely listed as inhibitors; hit rate 0.076% among 410,000;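 also: potency is read from the fitted curve at half-maximal effect; % is scaled to controls: 0 for no effect and ±100 for the full control effect; nearly all actives have a fitted effect of over 60% in size; hits raise eYFP signal because A3G escapes Vif-driven loss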
Target sequence (Q9HC16 whole entry, looked up): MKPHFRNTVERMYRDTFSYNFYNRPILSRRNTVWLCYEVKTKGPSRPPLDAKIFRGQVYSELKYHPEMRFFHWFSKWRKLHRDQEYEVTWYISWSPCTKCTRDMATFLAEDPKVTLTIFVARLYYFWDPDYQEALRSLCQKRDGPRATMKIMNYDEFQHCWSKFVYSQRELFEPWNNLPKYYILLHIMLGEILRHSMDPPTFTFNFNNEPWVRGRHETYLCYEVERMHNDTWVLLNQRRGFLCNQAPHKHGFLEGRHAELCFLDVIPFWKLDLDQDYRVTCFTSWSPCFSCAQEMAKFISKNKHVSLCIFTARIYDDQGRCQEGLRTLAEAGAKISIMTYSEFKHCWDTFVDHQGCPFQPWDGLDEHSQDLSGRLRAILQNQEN
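HeLa cells stably expressing Vif and C-terminally eYFP-tagged A3G, seeded overnight at 37 deg C, then exposed to compound by pintool overnight at 37 deg C. Rise in yellow fluorescence (Ex 488/Em 500-530, Acumen) marks blocked Vif-driven A3G degradation.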
D2 potentiator = D2 dopamine receptor (human) potentiation | AID 485347 | hit rate 0.34% among 340,000 | HEK293 T-REx D2, calcium flux, EC20 dopamine potentiation | potentiation, % at 10 µM;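 active = potentiation over 3 SD above the plate norm, cut at about 30% in these data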; also: 0% is about no effect
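Primary screen. Calcium kinetics in induced HEK293 T-REx D2 cells: compound pre-addition 180 s, EC20 dopamine, 180 s more.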
Vif-APOBEC3F blk = Vif-A3F binding inhibition; HeLa A3F-eYFP + Vif (tagged APOBEC3F with the HIV-1 protein that degrades it), YFP fluorescence increase; Potency, µM (top dose mostly 46.1 µM), without a hit: top-dose activity, negative = active; hit rate 0.2% among 390,000; AID 602313; also: potency is read from the fitted curve at half-maximal effect; % of control where 0% means no effect; nearly all actives have a fitted effect of over 65% in size
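Fluorescence increase (Ex 488/Em 500-530) after overnight compound treatment at 37 deg C flags inhibition of Vif-driven A3F-eYFP loss in stable HeLa A3F-eYFP/Vif cells seeded overnight beforehand.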
Numbers without * were called inactive; ? = inconclusive; / = not tested or not shown; & = joins results of further samples. Unless noted, calls follow the shape of the dose curve; as a rule, active = well fitted curve in the direction sought with a large enough effect; inconclusive = small, poorly fitted or top-dose-only effect, or another doubt; inactive = no such curve, though single readings can be large; an effect the other way counts as inactive or inconclusive.

SMILES	D1 PAM	D1 antagonist	RXFP1 ag	D1 agonist	RXFP1 antagonist	GRP78 ERSR act	Vif-APOBEC3G blk	D2 potentiator	Vif-APOBEC3F blk
CN(C(=O)COC(=O)c1ccccc1NCCO)C1CCS(=O)(=O)C1 (configuration not stated)	-8	-21	3.9%	2	1	-2%	2%	-9	5%
CCCCCc1cc(=O)oc2c(C(CCN3CCCC(C)C3)c3ccc(OC)cc3)c(OC)cc(OC)c12 (configuration not stated)	-6	20	1.8%	9	/	-3%	-22%	-15	3%
Cn1cnnc1SCCCN1C(=O)c2cccc3cccc(c23)C1=O	-2	/	15%	-3	1	2%	5%	-1	1%
C/C(=N\NC(=O)c1ccccc1O)c1ccc(Br)s1	0	6	-1.2%	14	13	-2%	-1%	-6	5%
CCC(CC)C(=O)Nc1ccc(C)cc1O	-3	-17	4.6%	4	?	0%	0%	5	2%
CCn1ccc(C(=O)Nc2ccc(N(C)C(C)=O)cc2)n1	-5	-4	-1.7%	3	-3	-7%	2%	-2	-9%
CCc1ccc(C(=O)NCc2ccc(Cl)cc2Cl)cc1	-5	3	5.3%	16	-15	2%	-4%	-11	-3%
COc1ccc(C2C(C(=O)N3CCCC3)CC(=O)N2c2ccc(OC)cc2)cc1 (configuration not stated)	1	4	-0.1%	0	-5	-5%	0%	1	1%
CCN(CC)S(=O)(=O)c1ccc(N2CCCC2)c(NC(=O)c2ccccc2OC)c1	-1	9	3.0%	1	0	-2%	3%	/	2%
Cc1cc(O)c(C(C)C)cc1N=C1CSC(=O)N1	-4	-2	0.4%	7	-4	-1%	1%	-2	3%
O=C(O)c1nc(Cl)c(Cl)c(N/N=C/c2ccccc2C(F)(F)F)c1Cl	3	0	-0.2%	2	19	3%	-3%	-13	10%
Cc1ccc(-c2cn3c4c(=O)n(C)c(=O)n(C)c4nc3n2-c2cccc(Cl)c2)cc1	-2	-7	-0.2%	7	-14	-2%	-1%	6	1%
Cc1ccc(S(=O)(=O)N(C)c2ccc(OC(=O)c3cccs3)cc2)cc1	/	/	/	/	-40	-5%	3%	/	9%
CC(C)CCNC(=O)CN(C(=O)CCC(=O)Nc1ccccn1)c1ccc2c(c1)OCCO2	-2	13	0.4%	0	4	-7%	-1%	15	-1%
CCCCCSc1nc2c(c(=O)[nH]c(=O)n2C)n1C(C)C	0	1	1.4%	0	-9	-3%	1%	13	3%
O=C1N=C(N2CCOCC2)SC1=Cc1ccco1	/	/	/	/	-18	-2%	-2%	/	-16%
CC(=O)c1ccc(-n2c(SCC(=O)c3c[nH]c4ccccc34)nc3ccccc3c2=O)cc1	-2	5	2.3%	12	-27	-2%	-7%	-2	1%
CCN1C(=S)N[C@@H](CCc2ccccc2)[C@H](C(=O)OC)[C@H]1C	-1&-4	-10&-2	-1.0%&-1.4%	3&1	/	-5%	-10%	8	-25%
COC(=O)c1cnc(N2CCN(c3ccccc3F)CC2)c2ccccc12	-1	0	4.5%	3	/	-2%	4%	11	1%
COc1ccc2c(c1OC)C(=O)OC2c1c(O)nc(SC)n(-c2ccccc2)c1=O (configuration not stated)	2	10	1.2%	2	14	-3%	-3%	21	-3%
CCS(=O)(=O)c1nc(S(=O)(=O)c2ccc(Cl)cc2)c(NCCN2CCOCC2)s1	-11	-20	20%	4	-7	-3%	2%	5	-7%
CCN(CC)c1cc2c(cc1F)c(=O)c(S(=O)(=O)c1ccccc1)cn2C	-2	-3	3.9%	-1	-3	-3%	-4%	4	2%
CCc1ccc(CN2CCSCC2)cc1	2	12	0.5%	8	-31	-3%	-1%	-3	-7%
COc1ccc(NC(=O)CN(C)C(=O)c2cc(-c3cccs3)nn2-c2ccccc2)cc1	-9	12	4.0%	1	-12	-4%	-9%	-5	2%
COc1ccc(NC(=O)c2ccco2)cc1NC(=O)COc1ccc(C)cc1C	-5	-13	2.5%	1	/	-5%	1%	24	0%

Next section.
SMILES	D1 PAM	D1 antagonist	RXFP1 ag	D1 agonist	RXFP1 antagonist	GRP78 ERSR act	Vif-APOBEC3G blk	D2 potentiator	Vif-APOBEC3F blk
O=Cc1ccc(O)cc1O	3	-3	-0.1%	1	/	-2%	1%	13	2%
CCCNC(=O)C(Cc1cccc(Cl)c1)NC(=O)c1ccccc1 (configuration not stated)	3	14	0.2%	-1	/	-1%	-5%	-10	6%
O=C1COc2ccc(C(=O)COC(=O)COc3ccccc3[N+](=O)[O-])cc2N1	-3	-15	-0.1%	8	1	-2%	0%	-8	9%
Cc1cccc(-c2c(NC(=O)c3ccco3)oc3c(C)cccc3c2=O)c1	3	-8	1.9%	0	6	-1%	6%	3	-20%
CC(=O)OC(C(=O)Nc1nccs1)c1ccccc1 (configuration not stated)	2	1	4.0%	3	-5	-3%	-2%	3	-2%
COc1ccccc1C(=O)NCCNC(=O)c1ccc(C)nc1	-3	9	2.6%	2	-16	-4%	4%	-6	-6%
CCOc1ccc(C(=O)NCC(c2cccs2)S(=O)(=O)c2ccccc2)cc1 (configuration not stated)	0	/	3.2%	11	/	-1%	-1%	12	0%
CCOC(=O)C1=C(NC(=S)NC(=O)c2ccccc2)c2ccccc2CC1(C)CC (configuration not stated)	-9	2	2.7%	4	-5	-2%	-4%	3	2%
O=C(CSc1ccccc1)Nc1nc2ccccc2[nH]1	0	-8	-0.1%	2	3	-2%	?	13	-5%
Cc1ccc(C(=O)CCC(=O)Nc2ccc(Cl)c(S(=O)(=O)Nc3cccc(Cl)c3)c2)cc1	-8	3	0.8%	1	-5	1%	-1%	-10	-4%
NC(=O)CC(NC(=O)c1ccccc1)c1ccc(N2CCCCCCC2)c([N+](=O)[O-])c1 (configuration not stated)	3	6	0.1%	-1	/	-3%	3%	-2	-6%
CCOC(=O)C1=C(N)N(c2ccccc2)C(=O)C1	5	16	0.7%	-1	-5	-1%	2%	-3	4%
CC(=O)c1ccc(N2CCN(c3ncnc4onc(C)c34)CC2)cc1	-4	-22	9.2%	20	/	0%	1%	1	0%
COC(=O)CC1COc2ccccc2N1C(=O)c1ccc(C(C)(C)C)cc1 (configuration not stated)	-2	-10	-0.2%	1	-25	-1%	-2%	-18	0%
CCOc1ccc(NC(=O)COC(=O)c2n[nH]c3ccccc23)cc1	/	/	/	/	-15	6%	-1%	/	-2%
O=C(CNC(=O)c1cccs1)NCCc1ccco1	-13	-4	-0.3%	0	-1	1%	-9%	-9	-2%
COc1ccc(C)cc1S(=O)(=O)n1ccnc1C	0	1	0.3%	0	7	-5%	-2%	7	9%
CC1CCN(S(=O)(=O)c2ccc3ncn(CC(=O)N(C)C4CCCCC4)c(=O)c3c2)CC1	1	-7	3.7%	1	-14	-4%	0%	18	-6%
COc1cccc(/C=C2/SC(=O)N(CC(=O)N3CCc4ccccc4C3)C2=O)c1OCC(=O)O	1	-2	0.1%	4	-17	-4%	-4%	0	7%
Cn1c(SCC(=O)N2CCCC2)nnc1-c1ccc2c(c1)OCO2	-9	5	2.3%	2	5	-2%	0%	-28	2%
CCOc1ccc(CCNC(=O)CS(=O)(=O)Cc2nc(-c3cccc(Cl)c3)oc2C)cc1	0	-16	-1.0%	8	/	-3%	6%	26	0%
OCCN(CCO)Cc1csc2ccccc12	1	0	1.0%	6	/	-1%	2%	-4	0%
N#CCCN1CCN(C(=S)c2ccc(-c3cccc(Cl)c3)o2)CC1	-11	-16	5.9%	2	-17	7%	0%	10	-3%
O=S(=O)(c1ccc(NC(=S)N/N=C/c2cccc(Oc3ccccc3)c2)cc1)N1CCOCC1	-7	-9	3.1%	3	?	-5%	-8%	-3	-21%
O=C(c1ccccc1)N1CCN(CC(O)Cn2ccc3ccccc32)CC1 (configuration not stated)	1	-4	-0.2%	0	-27	-9%	-9%	/	-1%
CCn1cnc2cc(NS(=O)(=O)c3ccc(OC)c(OC)c3)ccc21	-2	4	3.1%	3	-13	-5%	1%	1	-5%
COc1ccc2c(c1)C(NC(C)=O)C(=O)N2CCc1ccccc1 (configuration not stated)	2	2	1.4%	2	-11	-3%	1%	-9	-1%
CC(C)c1ccc(C(=O)CSc2n[nH]c(-c3ccncc3)n2)cc1	0	-9	3.2%	9	-1	6%	0%	0	2%

11 entries from above, set out differently:
Compound | D1 PAM | D1 antagonist | RXFP1 ag | D1 agonist | RXFP1 antagonist | GRP78 ERSR act | Vif-APOBEC3G blk | D2 potentiator | Vif-APOBEC3F blk
CC1CCN(S(=O)(=O)c2ccc3ncn(CC(=O)N(C)C4CCCCC4)c(=O)c3c2)CC1 | 1 | -7 | 3.7% | 1 | -14 | -4% | 0% | 18 | -6%
COc1cccc(/C=C2/SC(=O)N(CC(=O)N3CCc4ccccc4C3)C2=O)c1OCC(=O)O | 1 | -2 | 0.1% | 4 | -17 | -4% | -4% | 0 | 7%
Cn1c(SCC(=O)N2CCCC2)nnc1-c1ccc2c(c1)OCO2 | -9 | 5 | 2.3% | 2 | 5 | -2% | 0% | -28 | 2%
CCOc1ccc(CCNC(=O)CS(=O)(=O)Cc2nc(-c3cccc(Cl)c3)oc2C)cc1 | 0 | -16 | -1.0% | 8 | / | -3% | 6% | 26 | 0%
OCCN(CCO)Cc1csc2ccccc12 | 1 | 0 | 1.0% | 6 | / | -1% | 2% | -4 | 0%
N#CCCN1CCN(C(=S)c2ccc(-c3cccc(Cl)c3)o2)CC1 | -11 | -16 | 5.9% | 2 | -17 | 7% | 0% | 10 | -3%
O=S(=O)(c1ccc(NC(=S)N/N=C/c2cccc(Oc3ccccc3)c2)cc1)N1CCOCC1 | -7 | -9 | 3.1% | 3 | ? | -5% | -8% | -3 | -21%
O=C(c1ccccc1)N1CCN(CC(O)Cn2ccc3ccccc32)CC1 (configuration not stated) | 1 | -4 | -0.2% | 0 | -27 | -9% | -9% | / | -1%
CCn1cnc2cc(NS(=O)(=O)c3ccc(OC)c(OC)c3)ccc21 | -2 | 4 | 3.1% | 3 | -13 | -5% | 1% | 1 | -5%
COc1ccc2c(c1)C(NC(C)=O)C(=O)N2CCc1ccccc1 (configuration not stated) | 2 | 2 | 1.4% | 2 | -11 | -3% | 1% | -9 | -1%
CC(C)c1ccc(C(=O)CSc2n[nH]c(-c3ccncc3)n2)cc1 | 0 | -9 | 3.2% | 9 | -1 | 6% | 0% | 0 | 2%

Some of the compounds tested. The share of hits here may be higher or lower than overall.
